# APEX1 inh – inhibitors of human APE1 endonuclease; P27695; recombinant APE1, TAMRA/BHQ-2 abasic DNA cleavage fluorescence; Potency, µM (series often up to 65.8 µM), inactives show at the top dose activity change, negative = inhibition, hits mostly inhibitors; 350,000 tested, 0.35% active;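 further: plate controls were vehicle for no effect and reference inhibitor for full effect; nearly all actives have a fitted effect of over 55% in size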
#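 Enzyme (0.75 nM final) and test compound are incubated 15 min at room temperature before adding 50 nM quenched THF abasic-site duplex. Cleavage dequenches TAMRA, followed at 525/598 nm over three reads one minute apart.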
# BLM helicase inh – Bloom syndrome helicase (human) inhibition; P54132; recombinant BLM DNA unwinding, fluorescence dequenching; Potency, µM (doses to about 56.1 µM), for the others: top-dose activity change, negative = inhibition, actives largely listed as inhibitors; 350,000 tested, 0.2% active; AID 2528;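 further: plate controls were vehicle for no effect and no enzyme for full effect; nearly all actives have a fitted effect of over 35% in size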
# POLH inh – blocks human DNA polymerase eta activity; AID 588591; Potency, µM (series often up to 114 µM), without a hit: at the highest dose activity change, negative = inhibition, usual class: inhibitors; 390,000 tested, 1.2% active; recombinant Pol eta, fluorescent DNA replication assay; further: on the % scale 0 is the no-effect control and ±100 the full control effect
# Target sequence (Q9Y253 whole entry, looked up): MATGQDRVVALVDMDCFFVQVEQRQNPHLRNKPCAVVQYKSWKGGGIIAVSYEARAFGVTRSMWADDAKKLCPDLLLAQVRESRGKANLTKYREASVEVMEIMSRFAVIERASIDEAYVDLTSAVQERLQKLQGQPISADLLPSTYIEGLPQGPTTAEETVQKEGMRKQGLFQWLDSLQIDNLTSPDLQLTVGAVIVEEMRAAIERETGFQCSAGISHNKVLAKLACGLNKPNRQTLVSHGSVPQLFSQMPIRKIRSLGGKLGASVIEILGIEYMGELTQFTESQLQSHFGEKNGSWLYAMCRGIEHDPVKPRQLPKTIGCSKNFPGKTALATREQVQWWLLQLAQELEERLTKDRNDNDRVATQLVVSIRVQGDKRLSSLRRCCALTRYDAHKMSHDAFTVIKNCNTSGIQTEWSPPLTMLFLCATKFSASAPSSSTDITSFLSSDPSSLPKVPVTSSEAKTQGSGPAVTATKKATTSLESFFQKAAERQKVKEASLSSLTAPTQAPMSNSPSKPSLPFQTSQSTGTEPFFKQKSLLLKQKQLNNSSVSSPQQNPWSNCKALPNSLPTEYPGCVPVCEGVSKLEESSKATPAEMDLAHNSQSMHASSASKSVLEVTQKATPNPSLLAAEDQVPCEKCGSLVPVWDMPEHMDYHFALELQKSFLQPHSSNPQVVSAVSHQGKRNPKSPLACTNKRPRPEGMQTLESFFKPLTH
#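 Pol eta at 10 nM preincubated with compounds 15 min at room temperature; reaction started with fluorescent substrate (50 nM final) and read kinetically at 0 and 10 min.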
# G9a inh – G9a (human) methyltransferase inhibition; G9a H3K9 monomethylation, AlphaScreen, 2 h; Q96KQ7; Potency, µM (series often up to 102 µM), without a hit: at the highest dose activity, negative = inhibition, usual class: inhibitors; 350,000 tested, 8.8% active; further: on the % scale 0 is the no-effect control and ±100 the full control effect; nearly all actives have a fitted effect of over 75% in size
#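 AlphaScreen read-out: biotin-H3K9 peptide (500 nM) methylation by 20 nM enzyme with 20 uM SAM, 2 h at room temperature after 15 min compound preincubation; anti-monomethyl H3K9 antibody plus donor/acceptor beads, 10 min dark.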
# POLI inh – blocks human DNA polymerase iota activity | 390,000 tested, 1% active | Pol iota fluorescent replication assay, 10 min | Q9UNA4 | Potency, µM (titrated, usually from 115 µM), without a hit: top-dose activity, negative = inhibition, actives largely listed as inhibitors
#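 Pol iota at 10 nM preincubated 15 min with compounds at room temperature; reaction started with fluorescent substrate, 50 nM final. Fluorescence read kinetically at 0 and 10 min; buffer-only wells as negative control.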
# Pol kappa inh – inhibitors of human DNA polymerase kappa. 400,000 tested, 0.53% active. AID 588579. Q9UBT6. Potency, µM (top dose mostly 107 µM), inactives show at the highest dose activity, negative = inhibition, actives largely listed as inhibitors. purified Pol kappa, fluorescent DNA synthesis assay, 10 min; further: on the % scale 0 is the no-effect control and ±100 the full control effect
#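 Enzyme at 10 nM met test compounds for 15 min at room temperature. Substrate addition (50 nM final) began the reaction, which was monitored by fluorescence at 0 and 10 min.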
# JMJD2A Tudor inh – JMJD2A Tudor domain (human) inhibition. O75164. AlphaScreen JMJD2A-Tudor / H3K4me3 peptide binding. Potency, µM (highest dose often 114 µM), for the others: at the top dose activity change, negative = inhibition, hits mostly inhibitors. 390,000 tested, 4.4% active. AID 504339; further: on the % scale 0 is the no-effect control and ±100 the full control effect; nearly all actives have a fitted effect of over 50% in size
# BAZ2B block – inhibitors of human BAZ2B bromodomain; AlphaScreen BAZ2B-H3K14Ac peptide displacement; AID 504333; Q9UIF8; Potency, µM (doses to about 114 µM), for inactives: at the top dose activity change, negative = inhibition, most hits filed as inhibitors; 360,000 tested, 4.4% active; further: on the % scale 0 is the no-effect control and ±100 the full control effect; nearly all actives have a fitted effect of over 60% in size
#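 AlphaScreen luminescence quantifies BAZ2B engagement of H3K14Ac peptide; the protein and biotinylated peptide are both at 50 nM final, buffer PBS pH 7.4 with 0.01% Tween-20, all steps at room temperature.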
# POLB inh – inhibitors of human DNA polymerase beta; P06746; Pol beta primer extension/strand displacement, fluorescence kinetic; Potency, µM (series often up to 114 µM), for the others: at the top dose activity change, negative = inhibition, most hits filed as inhibitors; 340,000 tested, 1.3% active; AID 485314; further: on the % scale 0 is the no-effect control and ±100 the full control effect
#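 Homogeneous kinetic assay of primer extension and strand displacement by 10 nM Pol beta, preincubated 15 min at room temperature with compound before 50 nM substrate (final) was added. Read at 0 and 10 min; four-parameter Hill fit.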
# Active calls of the source: *; ? = inconclusive; · = not tested or not shown; & = joins results of further samples; [ ] = remark or other dose. The call rests on the fitted dose curve; in most records, active means well fitted curve in the direction sought with a large enough effect; inconclusive means small, poorly fitted or top-dose-only effect, or another doubt; inactive means no such curve, though single readings can be large; an effect the other way counts as inactive or inconclusive. Potency means the concentration at half of the fitted maximal effect. Some of the compounds tested; rates above refer to the full screens.
SMILES,APEX1 inh,BLM helicase inh,POLH inh,G9a inh,POLI inh,Pol kappa inh,JMJD2A Tudor inh,BAZ2B block,POLB inh
CCCN(C(=O)c1cc2c(s1)-c1ccccc1OC2)c1ccc(C(C)C)cc1,·,-12%,-20%,81%[activator][59 µM],-15%,-41%,63%[activator],42%[activator],13%
O=C(COC(=O)/C=C/c1ccccc1)Nc1cccc(Oc2ccccc2)c1,-7%,-6%,?,20%[59 µM],117%[activator],-10%,5%,5%,10%
Cc1ccc(NC(=O)CN(C)C(=O)CSc2nc3ccccc3c(=O)n2CCO)cc1,4%,·,-6%,?,26%,-3%,-3%,7%,·
COc1ccccc1CNC(=O)C(C)n1nc(C)c2c(C)n(-c3ccccc3)nc2c1=O (stereo not given),4%,3%,-7%,7%,58%[activator],-6%,-5%,-5%,20%
CSc1ccccc1NC(=O)c1ccccc1,8%,-2%,-22%,17%,14%,-4%,-8%,2%,-1%
COC(=O)c1ccc(Cn2c(SCC(=O)Nc3ccc(F)cc3)nc3ccccc32)cc1,·,-1%,-3%,22%[59 µM],-6%,-9%[60.1 µM],-12%,-24%,-4%
Cc1c(Cl)c([N+](=O)[O-])nn1CC(=O)N1CCCC1,1%,6%,-18%,-18%,68%[activator],-7%,-7%,21%,7%
Cc1cccc(-n2c(SCC(=O)Nc3ccc(C)c(C)c3)nc3n[nH]c(C)c3c2=N)c1,·,-2%,-8%,-4%[59 µM],-24%,-12%[60.1 µM],-10%,4%,9%
CC1(C)Cc2c(c(N3CCOCC3)nc3sc4c(NCc5ccco5)nnnc4c23)CS1,-2%,-9%,-6%,18µM*,-1%,9%,-8%,-32%,4%
COc1ccc(-c2nnn(CC(=O)N(CCN3CCOCC3)C(C(=O)NC3CCCC3)c3ccco3)n2)cc1 (stereo not given),-2%,0%,-25%,-2%,25%,4%,-12%,-10%,0%
CCCCn1c(N)c(N(C)C(=O)c2cc3c(F)cccc3s2)c(=O)[nH]c1=O,15%,·,-8%,·,56%[activator],-5%,-18%,·,·
COC(=O)c1ccsc1NC(=O)CCc1ccccc1,-7%,-6%,-8%,134%[activator],10%,-17%,-8%,50%[activator],?
O=S1(=O)CCOC[C@H](CC2CCCCC2)N1Cc1ccc(F)cc1,-17%,-4%,-23%,·,41%&16%,0%&-13%,0%,29%,26%
CCOC(=O)c1ccccc1NC(=O)C1CCN(c2ncnc3sc(C)c(C)c23)CC1,-18%,·,-9%,-2%[59 µM],38%[activator],-6%,-11%,5%,·
CC1(C)CC2(CC(C)(C)NC(=O)N2)NC(=O)N1,22%,-19%,7%,-37%[59 µM],6%,-8%,8%,7%,24%

# Three of these compounds in a different format.
CCCN(C(=O)c1cc2c(s1)-c1ccccc1OC2)c1ccc(C(C)C)cc1
  APEX1 inh = ·; BLM helicase inh = -12%; POLH inh = -20%; G9a inh = 81%[activator][59 µM]; POLI inh = -15%; Pol kappa inh = -41%; JMJD2A Tudor inh = 63%[activator]; BAZ2B block = 42%[activator]; POLB inh = 13%
O=C(COC(=O)/C=C/c1ccccc1)Nc1cccc(Oc2ccccc2)c1
  APEX1 inh = -7%; BLM helicase inh = -6%; POLH inh = ?; G9a inh = 20%[59 µM]; POLI inh = 117%[activator]; Pol kappa inh = -10%; JMJD2A Tudor inh = 5%; BAZ2B block = 5%; POLB inh = 10%
Cc1ccc(NC(=O)CN(C)C(=O)CSc2nc3ccccc3c(=O)n2CCO)cc1
  APEX1 inh = 4%; BLM helicase inh = ·; POLH inh = -6%; G9a inh = ?; POLI inh = 26%; Pol kappa inh = -3%; JMJD2A Tudor inh = -3%; BAZ2B block = 7%; POLB inh = ·

# The listing continues.
SMILES,APEX1 inh,BLM helicase inh,POLH inh,G9a inh,POLI inh,Pol kappa inh,JMJD2A Tudor inh,BAZ2B block,POLB inh
COc1ccccc1OCC(=O)Nc1ccc2c(c1)n(C)c(=O)n2C,12%,-2%,-20%,?,132%[activator],5%,-6%,56µM*,3%
Clc1cc(Cl)c(Cl)cc1Cl,7%&4%,·,4%,10%[0.501 µM],-9%,-1%,-3%,7%,·
Cc1ccc(S(=O)(=O)n2c3ccc(Cl)cc3c3nc(C)sc32)cc1,4%,-8%,-10%,?,25%,-5%[60.1 µM],-11%,-7%,-27%
O=C(COC(=O)c1ccc(O)cc1O)c1ccc2c(c1)OCCO2,-24%,·,-20%,·,-10%,-6%,?,·,·
COc1ccc([C@H]2Oc3cc(O)cc(O)c3C(=O)C2[C@@H]2C(=O)c3c(O)cc(O)cc3O[C@@H]2c2ccc(OC)cc2)cc1 (stereo not given in full),-6%,?,-17%,2%[59 µM],-14%,-26%,?,-30%,?
CCCCN(CC)CCCNC(=O)C1CCN(c2nc3ccc(CC)cc3s2)CC1,·,4%,·,-34%[59 µM],-2%,-6%,-16%,-2%,3%
Cn1c(SCc2cc(=O)[nH]c3ccccc23)nnc1-c1ccco1,-11%,2%,-15%,-22%,22%,-7%,-5%,-3%,13%
O=C(Nc1nc2c(s1)CCCC2)c1ccc2ncsc2c1,-3%,-7%,0%,?,-6%,-5%,?,?,-1%
CCN(C(=O)Cn1nc2c3cc(F)ccc3n(Cc3cccc(C)c3)cc-2c1=O)c1cccc(C)c1,·,-1%,-9%,-34%[59 µM],20%,-15%,-11%,-18%,-5%
CCOc1nc2cnccc2n(CC(=O)Nc2cccc(C)c2)c1=O,12%,0%,-13%,18%,28%,1%,-18%,-3%,13%

# Among those listed so far, these have a Cl atom.
SMILES,APEX1 inh,BLM helicase inh,POLH inh,G9a inh,POLI inh,Pol kappa inh,JMJD2A Tudor inh,BAZ2B block,POLB inh
Cc1c(Cl)c([N+](=O)[O-])nn1CC(=O)N1CCCC1,1%,6%,-18%,-18%,68%[activator],-7%,-7%,21%,7%
Clc1cc(Cl)c(Cl)cc1Cl,7%&4%,·,4%,10%[0.501 µM],-9%,-1%,-3%,7%,·
Cc1ccc(S(=O)(=O)n2c3ccc(Cl)cc3c3nc(C)sc32)cc1,4%,-8%,-10%,?,25%,-5%[60.1 µM],-11%,-7%,-27%

# Compound activity from PubChem.
